From PubChem
PDI inh = blocks human protein disulfide isomerase activity. P07237. PDI insulin aggregation turbidity, A650, 90 min. inhibition, % at 10 µM. actives 0.052% (n = 350,000). AID 588391;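 active = mean inhibition across replicates of 30% or more, whatever share of single replicates reach that level; inconclusive = mean inhibition below 30% while every single replicate reaches 30%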;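 also: absorbance from insulin aggregation driven by PDI reduction with DTT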
CaV13 FRET inh = Disruptors of the CACNA1D IQ motif to Ca2+-dependent inactivation inhibitor domain association, primary screening, Förster resonance energy transfer in intact living …; HEK cells, CFP/YFP FRET ICDI-IQ, plate reader, 10 min; percent FRET-ratio fall versus neutral wells; inhibition, % at 12.3 µM; actives 0.098% (n = 340,000);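 active = mean replicate inhibition of at least 30% and at least 1% of replicates passing that level; inconclusive = only one of the two criteria is met; inactive = neither criterion is met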;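 also: 0% = median of the neutral control wells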
H9c2 protect = myocardial damage modulation in H9c2 cells. H9c2 cardiomyocytes, H2O2 injury protection, ATPLite, 2 h. protection from H2O2 cell death, % at 20 µM. actives 0.63% (n = 360,000). AID 588492;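 active = compounds giving at least 50% protection of heart cells from peroxide-induced death in the single-dose screen, raw or plate-pattern-corrected value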;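 also: 0% = DMSO wells with peroxide and 100% = DMSO wells without peroxide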
N-glyco inh = N-linked glycosylation inhibition | reporter increase, % at 12.5 µM | D54 ERlucT glycosylation luciferase reporter, 24 h; percent of 100 nM tunicamycin response | actives 0.23% (n = 360,000) | AID 588692;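 active = mean luciferase reporter signal, scaled so untreated is 0 and the glycosylation-blocking control 100, at or above a set limit in every replicate; inconclusive = mean reaches the limit but not every replicate does; inactive = mean below the limit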;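 also: luciferase carries N-glycosylation sites so blocking glycosylation raises the light; 0% = median of neutral control wells and 100% = median of 100 nM tunicamycin wells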
Vif inh = blocks HIV Vif function; actives 0.35% (n = 340,000); AID 602346; inhibition, % at 7.49 µM; HEK293T cells, Vif self-association by quenched fluorescence, imaging, 24 h; in the data active = inhibition above about 50%, passing the limit was not always enough; inconclusive = no clear call, values can overlap the other calls; inactive = below about 31%; also: some results filed as inactive read as strong as hits
ABCB6 inh MLPCN = blocks the human ABCB6 transporter | Q9NP58 | K562-ABCB6 porphyrin accumulation, flow cytometry, 1 h; active compounds read low | fluorescence ratio to DMSO, % at 10 µM | actives 0.19% (n = 360,000);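 active = fluorescence ratio to DMSO below 75%, the collection mean minus 3 SD; inconclusive = too few cells collected in the well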;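 also: signal is porphyrin accumulated inside mitochondria; 100% equals median channel fluorescence of DMSO control wells; lower ratio means ABCB6 inhibition with less porphyrin fluorescence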
Target sequence (Q9NP58 whole entry, looked up): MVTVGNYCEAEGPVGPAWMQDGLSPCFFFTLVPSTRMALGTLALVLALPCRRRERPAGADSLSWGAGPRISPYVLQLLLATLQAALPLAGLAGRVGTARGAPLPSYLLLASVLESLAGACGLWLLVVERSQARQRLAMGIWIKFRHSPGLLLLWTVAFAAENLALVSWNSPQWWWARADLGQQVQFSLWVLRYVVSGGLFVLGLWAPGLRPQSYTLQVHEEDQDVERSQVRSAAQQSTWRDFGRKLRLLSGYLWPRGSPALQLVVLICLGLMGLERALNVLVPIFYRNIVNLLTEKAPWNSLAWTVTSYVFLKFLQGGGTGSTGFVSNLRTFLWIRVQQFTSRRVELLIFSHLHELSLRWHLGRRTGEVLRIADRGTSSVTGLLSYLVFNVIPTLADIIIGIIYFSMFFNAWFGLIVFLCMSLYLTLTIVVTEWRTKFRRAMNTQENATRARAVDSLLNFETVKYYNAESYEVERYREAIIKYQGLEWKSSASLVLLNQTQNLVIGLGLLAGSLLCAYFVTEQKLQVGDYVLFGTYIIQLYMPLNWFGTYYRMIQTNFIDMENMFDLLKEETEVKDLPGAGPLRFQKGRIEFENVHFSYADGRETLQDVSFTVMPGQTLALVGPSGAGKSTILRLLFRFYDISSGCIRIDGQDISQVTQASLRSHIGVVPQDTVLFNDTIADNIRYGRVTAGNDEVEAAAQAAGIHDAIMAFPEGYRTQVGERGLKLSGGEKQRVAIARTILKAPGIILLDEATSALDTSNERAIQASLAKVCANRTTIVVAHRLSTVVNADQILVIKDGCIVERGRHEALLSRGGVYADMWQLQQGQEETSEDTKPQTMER
aDG glyco up = alpha-DG glycosylation activation; Pro5-aDG cells, alpha-DG glycosylation AlphaScreen (IIH6); 0% Pro5, 100% B10-LARGE cell signal; activation, % at 10 µM; actives 0.22% (n = 360,000); AID 624168;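 active = activation of at least 8% versus controls, or a plate z-score of at least 8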;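 also: Pro5 are CHO cells carrying HIG-tagged alpha-DG that lacks glycosylation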
m5-HT2A agonist = activates the mouse 5-HT2A serotonin receptor. P35363. CHO-K1 mHTR2A beta-arrestin complementation, luminescence; percent of 30 µM serotonin response. activation, % at 7.6 µM. actives 0.66% (n = 360,000);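 active = activation above a run cutoff, the mean activation of all tested compounds plus 3 SD, cut at about 14% in these data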;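 also: 0% = plate median of compound wells and 100% = 30 µM serotonin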
Granule exo inh = blocks lytic granule exocytosis; TALL-104 LAMP-1 surface exposure, flow cytometry; cells stimulated with thapsigargin and PMA; inhibition, % at 10 µM; actives 0.66% (n = 360,000);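 active = inhibition above about 55%, limit read from the data; inconclusive = no clear call, values can overlap the other calls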
iPSC survival up = hiPSC single-cell survival enhancement; actives 0.044% (n = 360,000); ATPlite luminescence; 100% = ROCK inhibitor wells, 0% = DMSO; survival enhancement, % at 20 µM; in the data active = survival enhancement above about 18%;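 also: cells exposed to compounds for 16 hours before the ATP read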
* marks the source's active call; other numbers are inactive results; ? = inconclusive; / = not tested or not shown; & = joins results of further samples. No enrichment for hits; any-hit rate near 3.1%.

Sample of the layout, 4 compounds:
Structure	PDI inh	CaV13 FRET inh	H9c2 protect	N-glyco inh	Vif inh	ABCB6 inh MLPCN	aDG glyco up	m5-HT2A agonist	Granule exo inh	iPSC survival up
CC1(c2ccc(Cl)cc2)NC(=O)N(CC(=O)Nc2ccc(F)cc2)C1=O (centres undefined)	-5	-7	0	10	3	99	-0.1	4	-2	1.1
Cc1cc(S(=O)(=O)c2ccc(Cl)cc2)nc(S(=O)(=O)c2ccc(Cl)cc2)c1C#N	19	-3	-12	-7	-4	92	-0.7	3	49	-1.1
COc1cc(CN2CC(=O)N(c3ccccc3Cl)C2=S)cc(OC)c1OC	11	-19	29	0	-6	104	0.2	4	18	0.0
C=CCNC(=O)C1(S(=O)(=O)c2ccccc2)CC=CC1	0	-5	-5	-1	-1	105	0.1	0	-3	6.4

Results (from the top)
Structure	PDI inh	CaV13 FRET inh	H9c2 protect	N-glyco inh	Vif inh	ABCB6 inh MLPCN	aDG glyco up	m5-HT2A agonist	Granule exo inh	iPSC survival up
CC1(c2ccc(Cl)cc2)NC(=O)N(CC(=O)Nc2ccc(F)cc2)C1=O (centres undefined)	-5	-7	0	10	3	99	-0.1	4	-2	1.1
Cc1cc(S(=O)(=O)c2ccc(Cl)cc2)nc(S(=O)(=O)c2ccc(Cl)cc2)c1C#N	19	-3	-12	-7	-4	92	-0.7	3	49	-1.1
COc1cc(CN2CC(=O)N(c3ccccc3Cl)C2=S)cc(OC)c1OC	11	-19	29	0	-6	104	0.2	4	18	0.0
C=CCNC(=O)C1(S(=O)(=O)c2ccccc2)CC=CC1	0	-5	-5	-1	-1	105	0.1	0	-3	6.4
Cc1cc(C(=O)Nn2c(C3CCCCC3)nc3ccccc3c2=O)ccc1[N+](=O)[O-]	2	-9	-26	-1	-4	98	0.1	-4	9	-3.7
CN1C(C(=O)Nc2ccc(OC(F)(F)F)cc2)=CC(c2ccco2)=NS1(=O)=O	14	-12	-8	-6	-8	97	0.0	0	-2	-0.6
Cc1ccc(-n2c(O)c(/C=N/n3cnnc3)c3ccccc3c2=O)cc1	-9&4	-7&-4	-1&-1	0&0	1&2	98&99	-0.2&-0.1	4&1	-3&-2	1.1&-0.6
CCc1nc(C#N)c(N2CCOCC2)o1	-8	-6	0	0	7	97	0.0	5	0	-0.5
N#Cc1cc(C(=O)c2cc(Br)ccc2O)cn(C2CCCCC2)c1=O	8	-7	-13	-5	/	97	0.3	-1	-1	-1.1
Cc1ccc(OCC(O)CNC(=O)c2ccccc2C(=O)O)cc1 (centres undefined)	-21	-5	3	1	-2	71*	0.7	-5	0	-2.3
Cc1ccc2nc(SCC(=O)Nc3cc(C)on3)nc(=O)n2c1	-12	-6	4	2	-7	103	-0.1	7	2	0.2
Cc1ccc(N(C(=O)CNC(=O)c2ccco2)C(C(=O)NC2CCCC2)c2cccnc2)cc1F (centres undefined)	-3	-8	-1	1	-11	99	0.3	8	-8	-0.5
COc1ccc([C@H]2CC(=O)C=C(c3ccc(Cl)c(Cl)c3)C2)cc1	1	-6	-8	-2	1	102	-0.2	2	2	-0.6
CN(Cc1ccccc1)C(=O)CCS(=O)(=O)c1ccc2c(c1)oc(=O)n2C	3	-5	9	-1	-5	98	0.1	-4	4	0.3
O=C(Nc1ccccc1)Nc1snnc1C(=O)Nc1cccc(O)c1	-7	-5	2	1	15	97	-0.3	2	-2	-3.8
CCN(C[C@H]1N[C@@](C)(C(=O)OC)[C@H]2C(=O)N(Cc3ccccc3)C(=O)[C@@H]12)C(=O)Nc1ccc(C)cc1	2	-8	6	-1	-1	100	-0.1	4	-4	-0.9
CC1=NNC(=O)C1CCC(=O)N/N=C/C(Br)=C/c1ccccc1 (centres undefined)	5	-16	10	17	1	95	-0.2	-3	4	-1.8
O=C(OCC(=O)N1CCC(Cc2ccccc2)CC1)c1ccc[nH]c1=O	6	/	0	1	-10	99	0.2	0	-3	0.6
CCN(C(=O)Nc1cccc2ccccc12)c1ccccc1	0	-4	4	1	7	95	0.4	-6	0	-2.4
COc1ccccc1N1CCN(CCN2C(=O)C3CCCN3C2=O)CC1 (centres undefined)	3	-2	-8	3	0	104	-0.2	-5	0	1.2
C=CCN(CC=C)C(=S)NCCc1ccc(OC)c(OC)c1	25	-14	0	-1	2	100	-0.1	1	4	0.1
O=C(OCC(=O)c1c[nH]c2ccccc12)c1cc2ccccc2cc1O	5	-10	-7	-7	2	96	-0.1	6	-3	0.4
CC1Cc2ccccc2N1C1=NS(=O)(=O)c2ccccc21 (centres undefined)	-1	-8	-2	0	-4	73*	0.0	-9	4	2.4
COc1ccc(NC(=O)C2C3C=CC(O3)C2C(=O)NCc2cccnc2)cc1 (centres undefined)	-5	-5	8	0	3	100	-0.2	3	-5	0.2
CCN(CC)S(=O)(=O)c1ccc(N2CCOCC2)c(NC(=O)c2ccc(=O)n(C)n2)c1	-9	-6	12	4	4	92	-0.3	-2	2	-0.1

Overlap with the part before: 6 entries, followed by the next part.
Structure	PDI inh	CaV13 FRET inh	H9c2 protect	N-glyco inh	Vif inh	ABCB6 inh MLPCN	aDG glyco up	m5-HT2A agonist	Granule exo inh	iPSC survival up
COc1ccccc1N1CCN(CCN2C(=O)C3CCCN3C2=O)CC1 (centres undefined)	3	-2	-8	3	0	104	-0.2	-5	0	1.2
C=CCN(CC=C)C(=S)NCCc1ccc(OC)c(OC)c1	25	-14	0	-1	2	100	-0.1	1	4	0.1
O=C(OCC(=O)c1c[nH]c2ccccc12)c1cc2ccccc2cc1O	5	-10	-7	-7	2	96	-0.1	6	-3	0.4
CC1Cc2ccccc2N1C1=NS(=O)(=O)c2ccccc21 (centres undefined)	-1	-8	-2	0	-4	73*	0.0	-9	4	2.4
COc1ccc(NC(=O)C2C3C=CC(O3)C2C(=O)NCc2cccnc2)cc1 (centres undefined)	-5	-5	8	0	3	100	-0.2	3	-5	0.2
CCN(CC)S(=O)(=O)c1ccc(N2CCOCC2)c(NC(=O)c2ccc(=O)n(C)n2)c1	-9	-6	12	4	4	92	-0.3	-2	2	-0.1
O=C(CNC(=O)c1cccs1)NCCN1CCN(c2ccccc2F)CC1	-1	-10	7	-1	0	101	-0.2	-2	2	0.1
CN(C)CCCC(C)(O)C(C)(C)c1ccccc1 (centres undefined)	3	-7	-3	-1	11	99	-0.2	-6	-1	-0.2
Cc1ccc(OCC(=O)Nc2cc(-c3nn4c(C)nnc4s3)ccc2C)cc1	/	-2	31	-4	-1	99	0.0	1	0	0.6
CS(=O)(=O)N(CC(=O)Nc1ccccc1C(=O)NCc1ccccc1)c1ccc2c(c1)OCCO2	-8	-10	1	1	1	101	-0.4	-6	-2	1.2
O=C(CCC(=O)N1CCOCC1)NCCc1ccc(F)cc1	-13	-5	-1	2	7	99	0.0	1	-4	-2.0
CC(C)N(C)CCOC(=O)c1ccccc1Cl	7	-5	-10	2	5	97	-0.1	1	2	0.9
O=C(O)c1ccc(NS(=O)(=O)c2ccc3c(c2)C(=O)c2cc(S(=O)(=O)Nc4ccc(C(=O)O)cc4)ccc2-3)cc1	-6	-4	-2	0	/	109	0.3	3	-2	4.4
O=C(O)CSc1c(-c2ccccc2)c2cc(Cl)ccc2[nH]c1=O	15	-3	-9	4	-4	95	0.3	6	1	-0.3
CN(Cc1ccccc1)C(=O)COC(=O)c1ccc(-n2cnnn2)cc1	18	-3	8	0	1	98	0.2	8	1	0.2
Cn1c(Cc2ccccc2)nnc1SCc1nc2ccccc2c(=O)[nH]1	1	-7	3	2	/	97	0.1	2	-1	-0.7
CC1(C)Cc2c(C#N)c(SCc3ccccc3)nc(N3CCOCC3)c2CO1	0	/	-16	-3	-4	92	-0.3	-3	7	-1.4
O=C(NCc1n[nH]c(=S)n1-c1cccc(C(F)(F)F)c1)c1ccc(S(=O)(=O)N2CCCCC2)cc1	-3	-2	-8	1	?	95	-0.1	-1	-13	0.3
CN(Cc1cccc(Cl)c1Cl)C(=O)CCNC(=O)c1ccco1	-3	-7	-2	-2	3	107	0.4	-5	-3	1.3
CCCc1cc(=O)n2[nH]c(SCc3ccc(Cl)cc3)nc2n1	0	-16	1	2	-8	94	-0.1	-2	-10	-0.6
CCN(CC)C(=O)C1=C(C)N(CCCN2CCCC2=O)C(=O)C(CC(=O)NCC2CCCCC2)C1 (centres undefined)	13	-10	10	1	-1	98	-0.1	7	1	-0.1
O=C1N=C(N2CCOCC2)S/C1=C\c1ccccc1OS(=O)(=O)c1ccccc1	8	-5	16	-6	3	94	0.1	-1	10	-0.7
Cc1ccc(-n2nnnc2SC(C)C(=O)Nc2ccc(Cl)cn2)cc1 (centres undefined)	6	-4	-8	1	-2	103	-0.2	-3	-1	2.7
CC(C)c1cc(C(=O)Nc2cccc(C(F)(F)F)c2)no1	5	-5	-4	1	-7	205	0.2	-3	-2	-2.5
O=C(Nc1ccc(S(=O)(=O)N2CCOCC2)cc1)c1ccc(Cl)c([N+](=O)[O-])c1	-2	-5	-10	-1	3	103	0.0	2	-2	-0.2
